# PfHsp90 set2 – reduces growth (ATP signal) of yeast expressing P. falciparum Hsp90; inhibition, % at 9.4 µM; S. cerevisiae expressing PfHsp90, BacTiter-Glo ATP, 48 h; yeast lacking PDR1 and PDR3 efflux regulators; 310,000 tested, 0.32% active;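 active = every replicate shows inhibition above about 80%, whatever the replicate mean, limit read from the data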;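 note: 0% = DMSO neutral controls and 100% = 20 µM radicicol positive controls; yeast relying on Plasmodium falciparum Hsp90 in place of its own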
# E coli growth – counter-screen for AddAB inhibitors: E. coli growth inhibition. 330,000 tested, 0.27% active. inhibition, % at 11.9 µM. E. coli V3065 growth, OD600 absorbance, 18 h;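 active = inhibition above the campaign's mean inhibition across all tested compounds plus 3 SD, cut at about 9.9% in these data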;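 note: uninfected addAB+ strain grown without phage in ampicillin broth; 0% = DMSO wells and 100% = ciprofloxacin 0.95 µg/ml wells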
# Tat export inh – inhibitors of E. coli Tat protein transport; E. coli MC4100 TorA-mCherry Tat export, fluorescence; inhibition, % at 10 µM; 340,000 tested, 0.036% active;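 active = mean replicate inhibition at least 50% and at least half of replicates individually reaching 50%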;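 note: exported cargo escapes ClpAP degradation while cytoplasmic cargo is degraded and loses fluorescence; 0% = median of neutral control wells and 100% = median of NaSCN control wells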
# OPRM1-OPRD1 inv – mu-delta opioid heterodimer inverse agonism; P35372+P41143; cell-based MOR-DOR heterodimer luminescence; inhibition, % at 9.3 µM; 340,000 tested, 0.21% active; AID 504357; in the data active = inhibition above about 22%, passing the limit was not always enough;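 note: 0% = cells with DMSO and 100% = wells without cells with DMSO; values of inactives mirror those of a sister screen read the other way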
# MOR-DOR ag – agonists of human mu-delta opioid receptor heterodimerization | AID 504326 | 340,000 tested, 0.3% active | activation, % at 9.3 µM | cells, OPRM1-OPRD1 heterodimerization, luminescence; in the data active = activation above about 18%;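 note: 0% = vehicle-treated cells and 100% = reference agonist; values of inactives mirror those of a sister screen read the other way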
# phage Ecoli inh – E. coli growth loss with phage present; growth absorbance; inhibition, % at 11.9 µM; 360,000 tested, 0.26% active; AID 651602; in the data active = inhibition above about 11%
# AddAB inh – less growth of phage-infected E. coli with AddAB; E. coli expressing H. pylori AddAB, absorbance growth; inhibition, % at 11.9 µM; 330,000 tested, 0.29% active; in the data active = inhibition above about 12%;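 note: 0% = vehicle wells of infected cells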
# SUMO Mot1 rescue – inhibitors of SUMOylation pathway: yeast Mot1-301 growth rescue. growth rescue, % at 18.8 µM. 320,000 tested, 1% active. S. cerevisiae Mot1-301 growth rescue, ATP luminescence, 38.5C; percent above DMSO median, 100 means doubled;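 active = every valid replicate shows activation above 250% relative to neutral control wells; inactive = the rest, any valid replicate at or below 250%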;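 note: OY570 slx delta 5 strain wells were the positive control but not used for scaling; some compounds called inactive have numbers as strong as hits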
# PKA-R2B activ – activators of human PKA-R2B complex | PKA-R2B holoenzyme dissociation, Cy5-IP20 fluorescence polarization; R2B truncated from residue 108, S112A mutant; 0% DMSO only, 100% 113 µM cGMP | 340,000 tested, 0.079% active | activation, % at 11.4 µM | P22694+P31323;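 active = activation above a cutoff set at the mean over all compounds plus 3 SD, cut at about 18% in these data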;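 note: higher means more holoenzyme dissociation and a rise in polarization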
# Target sequence (P31323 whole entry, looked up, other chains not shown, the tested form may be a part): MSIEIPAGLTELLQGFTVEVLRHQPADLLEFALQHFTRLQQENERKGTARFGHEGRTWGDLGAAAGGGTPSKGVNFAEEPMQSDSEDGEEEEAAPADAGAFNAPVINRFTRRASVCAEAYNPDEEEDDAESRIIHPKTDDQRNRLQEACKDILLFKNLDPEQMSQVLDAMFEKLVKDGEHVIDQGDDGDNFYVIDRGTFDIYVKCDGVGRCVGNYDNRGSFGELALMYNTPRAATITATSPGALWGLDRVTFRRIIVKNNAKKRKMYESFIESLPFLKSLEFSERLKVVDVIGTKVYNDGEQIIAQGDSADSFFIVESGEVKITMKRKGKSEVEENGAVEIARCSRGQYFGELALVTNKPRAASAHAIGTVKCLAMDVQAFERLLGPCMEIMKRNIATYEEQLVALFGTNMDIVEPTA
# HTR5A inv ctr – inverse agonist of human HTR5A in OPRM1-OPRD1 counter-screen. P47898. HTR5A cell line, luminescence, inverse agonism. inhibition, % at 9.3 µM. 340,000 tested, 0.083% active. AID 504634; in the data active = inhibition mostly above about 23%, no sharp cut-off; inactive = mostly below about 18%;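 note: 0% = cells with DMSO and 100% = no-cell wells with DMSO; some compounds called inactive have numbers as strong as hits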
# Target sequence (P47898 whole entry, looked up): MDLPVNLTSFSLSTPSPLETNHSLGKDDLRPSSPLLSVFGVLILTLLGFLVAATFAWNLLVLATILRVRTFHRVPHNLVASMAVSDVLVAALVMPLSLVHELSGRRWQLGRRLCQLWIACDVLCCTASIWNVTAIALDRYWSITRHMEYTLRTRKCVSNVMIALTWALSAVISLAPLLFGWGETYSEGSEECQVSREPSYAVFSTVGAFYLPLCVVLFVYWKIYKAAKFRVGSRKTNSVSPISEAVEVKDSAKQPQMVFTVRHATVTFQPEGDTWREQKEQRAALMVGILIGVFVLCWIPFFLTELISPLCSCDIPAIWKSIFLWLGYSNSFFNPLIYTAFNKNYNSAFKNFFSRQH
# PKA-R1A activ – PKA-R1A complex activation | 340,000 tested, 0.083% active | PKA-R1A dissociation, Cy5-IP20 fluorescence polarization; scaled: DMSO 0%, 113 µM cGMP 100% | P00514+P68181 | activation, % at 11.4 µM;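 active = percent activation above the mean of all tested compounds plus 3 SD, cut at about 19% in these data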;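 note: higher means more PKAc released from R1A so a rise in polarization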
# Starred values were filed as active, the others as inactive; x = not tested or not shown. Hits appear at their usual frequency. Share with any hit: about 2.2%.
SMILES,PfHsp90 set2,E coli growth,Tat export inh,OPRM1-OPRD1 inv,MOR-DOR ag,phage Ecoli inh,AddAB inh,SUMO Mot1 rescue,PKA-R2B activ,HTR5A inv ctr,PKA-R1A activ
COc1cccc(C(=O)NCCN2CCN(c3ccccc3)CC2)c1,-1,-3.4,3,3,-0.6,1.4,1.0,-14,-4,-33,4
O=C(CCn1nnc2ccccc21)OCC(=O)c1ccc(F)cc1,-51,-0.8,3,-8,1.0,0.2,0.4,-20,7,-4,3
COc1ccc(/C=C/c2c(-c3ccc(OC)cc3)sc3cc(OC)c(OC)cc23)cc1,-19,-1.1,-2,4,-1.0,-0.4,2.9,x,-3,-5,2
O=c1[nH][nH]c(-c2ccccc2)c1C=Nc1cccc(Cl)c1,-7,0.5,-6,2,-0.4,-0.6,-0.4,9,4,-8,-4
CCCNC(=O)N1CCC(c2ccc3c(c2)OCO3)CC1,-13,4.5,3,12,-2.3,0.6,5.9,-6,1,5,4
CC(C)NC(=O)C12CC3CC(C1)CC(C(=O)NC(C)C)(C3)C2,x,2.7,-6,10,-1.7,1.2,1.4,-5,3,20,-5
CCOC(=O)CC(NS(=O)(=O)c1ccc2[nH]cc(C(=O)O)c(=O)c2c1)c1ccc(OCC)c(OC)c1 (stereo unspecified),-10,2.6,3,21,-3.2,1.4,2.9,7,0,-20,-16
NC(=O)CN1C(=O)C(=O)N(Cc2ccc(Cl)cc2)C1=O,1,1.7,3,5,-0.9,1.1,2.0,5,10,3,8
C/C(=N\NC(=O)c1ccc(-c2ccccc2)cc1)c1ccco1,0,0.9,6,9,-1.8,0.2,3.4,33,-5,1,-13
CCCCCC(=O)Nc1nc(C)c(-c2csc(Nc3cc(Cl)ccc3C)n2)s1,0,-0.3,-1,1,-0.2,5.0,0.6,-12,-14,-39,-4

# 2 records picked at random from those above:
SMILES,PfHsp90 set2,E coli growth,Tat export inh,OPRM1-OPRD1 inv,MOR-DOR ag,phage Ecoli inh,AddAB inh,SUMO Mot1 rescue,PKA-R2B activ,HTR5A inv ctr,PKA-R1A activ
O=C(CCn1nnc2ccccc21)OCC(=O)c1ccc(F)cc1,-51,-0.8,3,-8,1.0,0.2,0.4,-20,7,-4,3
COc1cccc(C(=O)NCCN2CCN(c3ccccc3)CC2)c1,-1,-3.4,3,3,-0.6,1.4,1.0,-14,-4,-33,4

# Whole records as entered above:
# CCCCCC(=O)Nc1nc(C)c(-c2csc(Nc3cc(Cl)ccc3C)n2)s1 is listed as PfHsp90 set2: 0; E coli growth: -0.3; Tat export inh: -1; OPRM1-OPRD1 inv: 1; MOR-DOR ag: -0.2; phage Ecoli inh: 5.0; AddAB inh: 0.6; SUMO Mot1 rescue: -12; PKA-R2B activ: -14; HTR5A inv ctr: -39; PKA-R1A activ: -4
# COc1cccc(C(=O)NCCN2CCN(c3ccccc3)CC2)c1 is listed as PfHsp90 set2: -1; E coli growth: -3.4; Tat export inh: 3; OPRM1-OPRD1 inv: 3; MOR-DOR ag: -0.6; phage Ecoli inh: 1.4; AddAB inh: 1.0; SUMO Mot1 rescue: -14; PKA-R2B activ: -4; HTR5A inv ctr: -33; PKA-R1A activ: 4
# NC(=O)CN1C(=O)C(=O)N(Cc2ccc(Cl)cc2)C1=O is listed as PfHsp90 set2: 1; E coli growth: 1.7; Tat export inh: 3; OPRM1-OPRD1 inv: 5; MOR-DOR ag: -0.9; phage Ecoli inh: 1.1; AddAB inh: 2.0; SUMO Mot1 rescue: 5; PKA-R2B activ: 10; HTR5A inv ctr: 3; PKA-R1A activ: 8

# Following part:
SMILES,PfHsp90 set2,E coli growth,Tat export inh,OPRM1-OPRD1 inv,MOR-DOR ag,phage Ecoli inh,AddAB inh,SUMO Mot1 rescue,PKA-R2B activ,HTR5A inv ctr,PKA-R1A activ
CCOCc1cc(=O)[nH]c(SC)n1,19,x,-3,7,-1.3,-2.0,x,x,-3,-7,-8
COc1ccc(-n2c(-c3ccc(Cl)cc3Cl)n[nH]c2=S)c(OC)c1,-15,x,-1,-2,0.5,0.0,x,12,2,5,3
Cc1cc2nccc(-c3ccco3)n2n1,-38,-1.6,-3,9,-1.4,2.6,0.7,368,-2,11,12
Cc1cc(C(=O)CCl)c(C)n1CCc1ccc(Cl)cc1,-11,1.9,-6,-94,19*,0.7,1.3,154,6,-6,4
COc1ccc(OC)c(NC(=O)C2COc3ccccc3O2)c1 (stereo unspecified),-6,-1.7,-14,5,-0.9,0.8,1.4,-22,6,-12,3
Cc1c(NC(=O)C(C)OC(=O)c2cc3c4ccccc4n(C)c3s2)c(=O)n(-c2ccccc2)n1C (stereo unspecified),-12,-1.8,3,-17,3.0,2.4,-1.0,-8,0,1,12
CCC(C)[C@H](N)c1cn([C@@H](Cc2cc3ccccc3[nH]2)C(=O)N2CCNCC2)nn1 (stereo partly specified),31,-0.2,11,5,-0.9,1.8,-0.7,-10,5,-6,1
Cc1ccc(-c2nnc(Cc3ccc([N+](=O)[O-])cc3)o2)cc1,-12,1.4,0,8,-1.7,-1.3,-1.4,18,3,13,-5
Cc1cc(C)c(S(=O)(=O)N(C)CC(=O)NC2CCCC2)c(C)c1,11,-2.5,5,14,-3.0,-0.9,2.0,-19,-10,-3,-4
CCOC(=O)c1cccc(NC(=O)CSc2nnc(COc3ccccc3C)o2)c1,-27,-1.3,12,-49,8.7,2.4,0.3,12,-8,13,0

# Molecules shown so far containing a thiophene ring, fused or not:
SMILES,PfHsp90 set2,E coli growth,Tat export inh,OPRM1-OPRD1 inv,MOR-DOR ag,phage Ecoli inh,AddAB inh,SUMO Mot1 rescue,PKA-R2B activ,HTR5A inv ctr,PKA-R1A activ
COc1ccc(/C=C/c2c(-c3ccc(OC)cc3)sc3cc(OC)c(OC)cc23)cc1,-19,-1.1,-2,4,-1.0,-0.4,2.9,x,-3,-5,2
Cc1c(NC(=O)C(C)OC(=O)c2cc3c4ccccc4n(C)c3s2)c(=O)n(-c2ccccc2)n1C (stereo unspecified),-12,-1.8,3,-17,3.0,2.4,-1.0,-8,0,1,12

# Next part.
SMILES,PfHsp90 set2,E coli growth,Tat export inh,OPRM1-OPRD1 inv,MOR-DOR ag,phage Ecoli inh,AddAB inh,SUMO Mot1 rescue,PKA-R2B activ,HTR5A inv ctr,PKA-R1A activ
Cn1c(=O)oc2cc(S(=O)(=O)N3CCN(c4ccccn4)CC3)ccc21,-4,1.0,-8,7,-1.2,0.8,-1.9,-10,5,1,-8
COc1ccc(CN(C)CC(=O)Nc2ccc(Cl)cc2C(F)(F)F)c(OC)c1,20,0.1,5,-3,0.6,-1.2,1.1,284,-11,-2,-14
CC(=O)Nc1ccc(S(=O)(=O)Oc2cccc(N3C(=O)C4CC=CCC4C3=O)c2)cc1 (stereo unspecified),x,0.2,0,11,-2.1,3.1,3.1,318,-7,12,-10
O=C(Nc1ccccc1)c1nc[nH]c1C(=O)NCCCCCCNC(=O)c1[nH]cnc1C(=O)Nc1ccccc1,2,-1.4,-3,-7,1.3,-0.2,-0.7,8,-3,-20,3
CCOC(=O)C(C#N)(Cc1ccc2ccccc2n1)Cc1ccc2ccccc2n1,-1,x,3,16,-3.7,1.0,x,x,-8,-9,0
CC12CCC(=O)N1C(C(=O)Nc1cccc(F)c1)CS2 (stereo unspecified),4,1.4,23,-7,1.2,0.7,4.8,0,-3,-32,-4
COC(=O)[C@H](Cc1ccccc1)N(Cc1ccccc1)S(=O)(=O)N(Cc1ccccc1)[C@@H](Cc1ccccc1)C(=O)OC,-4,0.3,0,-20,3.6,0.4,2.8,3,-2,-1,-3
O=c1[nH]c(CN2CCN(c3ccc(F)cc3)CC2)nc2ccccc12,-5,0.6,8,8,-1.4,2.7,0.6,2,-9,8,10
COc1cc(NS(=O)(=O)c2csc(C(N)=O)c2)cc(OC)c1,-7,-0.5,-4,8,-1.7,1.7,-1.5,6,-5,-3,-9
Cc1nc2nc3c(c(=O)n2[nH]1)CCCC3,5,3.5,-4,15,-2.6,2.2,-1.0,86,1,-3,0
COc1ccc(N(CC(=O)N2CCCCC2)S(=O)(=O)c2c(C)nn(C)c2C)cc1,-40,4.7,-3,10,-1.8,3.6,0.2,3,6,4,11
N#Cc1ccc(COC(=O)c2cnc3ccccc3n2)cc1,10,-3.5,1,-2,0.3,1.8,1.4,-2,4,7,-14
FC(F)(F)c1cccc(-c2cc(C3CCNCC3)[nH]n2)c1,10,-2.4,3,2,-0.4,-1.4,1.3,-5,-9,6,-5
CC1CCC2(CC1)NC(CO)(CO)CO2 (stereo unspecified),-15,-1.8,-5,3,-0.6,-0.3,0.8,-14,0,3,3
CC(C)C1CC(c2csc(N)n2)CCO1 (stereo unspecified),4,1.7,-1,0,0.1,1.3,2.6,77,14,9,-7
C=C(C)C1Cc2c(C)nn(-c3cccc4ccccc34)c2C1 (stereo unspecified),-1,2.5,13,-63,11,0.9,0.9,-11,-10,6,-8
O=C(Nc1ccccc1Cl)C1CCN(S(=O)(=O)c2cccc3nonc23)CC1,-34,-0.6,-5,-12,1.9,0.4,1.8,113,5,-19,4
O=C(Nc1cc(NC(=O)c2ccccc2F)ccc1Cl)c1ccccc1,1,0.8,13,4,-0.8,-0.4,1.7,4,-4,-11,7
O=C1C=C(c2cccc(Cl)c2)C[C@@H](c2ccc(Cl)cc2)C1,-15,0.2,1,6,-1.1,2.8,0.8,17,3,-8,-3
Cc1ccc2oc(C(=O)Nc3ccc(S(=O)(=O)Nc4onc(C)c4C)cc3)cc(=O)c2c1,5,-2.5,1,22,-4.5,-0.8,2.7,0,3,4,1
CC1CCN(c2nc3c(c(=O)[nH]c(=O)n3C)n2CC(C)CSc2nnnn2-c2ccccc2)CC1 (stereo unspecified),13,-3.0,3,17,-3.1,3.2,-0.3,-5,-1,16,-10
COC/C=C/C1=CC2=CC(=O)C(C)(OC(=O)c3cnc4ccccc4n3)C(=O)C2=CN1Cc1ccccc1 (stereo unspecified),-5,-3.2,-7,-4,0.8,0.7,2.1,13,3,-16,-8
Cn1c(SCC(=O)NCCc2ccccc2)nnc1-c1ccco1,42,-1.2,-2,3,-0.7,3.0,1.0,14,8,-3,-3
COc1cc(Cn2c(C(=O)O)cc3sccc32)cc(OC)c1OC,-1,x,2,19,-3.7,-2.4,x,x,4,23,2
O=C(NCc1ccccc1F)c1ccc(S(=O)(=O)NCc2ccco2)cc1,x,x,-9,4,-0.6,2.2,x,x,-16,5,-14
CCCCC[C@H](O)/C=C/[C@@H]1[C@@H](C/C=C\CCCC(=O)OC)[C@@H](O)C[C@H]1O,-16,-1.8,-4,7,-1.4,x,-3.3,10,-1,4,-16
COc1ccc(OC)c(S(=O)(=O)N2CCN(CC(O)COc3ccccc3)CC2)c1 (stereo unspecified),-3,2.4,-1,-3,0.5,-0.6,4.0,283,-1,-8,-13

# From PubChem
